# U2OS ROS induce: raises reactive oxygen species in U2OS cancer cells; U2OS ROS induction, H2DCF-DA fluorescence; ROS induction (% of piperlongumine), % at 10 µM; 46,000 tested, 2% active; in the data active = ROS induction above about 79%, passing the limit was not always enough; inconclusive = no clear call, values can overlap the other calls;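 also: 0% = DMSO vehicle median and 100% = reference compound median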
# Numbers without * were called inactive; ? = inconclusive. An excerpt; count on the stated rates, not on these rows.
no.	molecule	U2OS ROS induce
1	COc1cc2c(cc1OC)CN(C(=O)c1sc(-c3cnccn3)nc1C)CC2	-1.0
2	CCc1ccc(/C=N/n2c(C)nnc2-n2nc(C)cc2C)cc1	19.0
3	C[C@H]1CN([C@@H](C)CO)C(=O)c2cccc(NS(C)(=O)=O)c2O[C@@H]1CN(C)S(=O)(=O)c1ccc(F)cc1	-5.2
4	O=C(Nc1ccc(Cl)cc1)OCc1nccn1Cc1ccc(Cl)cc1	-1.3
5	Cc1noc(C)c1NC(=O)Nc1ccc2c(c1)CC(=O)N([C@@H](C)CO)C[C@H](C)[C@@H](CN(C)C)O2	16.0
6	C[C@H](CO)N1C[C@H](C)[C@@H](CN(C)C(=O)Nc2ccc(-c3cccs3)cc2)OCc2cn(nn2)CCCC1=O	-10.9
7	C[C@@H]1CN([C@@H](C)CO)C(=O)CCCn2nncc2CO[C@H]1CN(C)C(=O)Nc1ccc(F)cc1	5.5
8	C[C@@H]1CN([C@H](C)CO)C(=O)Cc2cc(NC(=O)C3CCCCC3)ccc2O[C@H]1CN(C)C(=O)NC1CCCCC1	1.2
9	C=CCNC(=O)COc1nc(-c2cccs2)cc(C(F)(F)F)n1	-0.6
10	C[C@H](CO)N1C[C@H](C)[C@H](CN(C)S(C)(=O)=O)Oc2ccc(NC(=O)Nc3ccc(C(F)(F)F)cc3)cc2CC1=O	4.9

# The list goes on:
no.	molecule	U2OS ROS induce
11	CC(C)NC(=O)N(C)C[C@H]1Oc2ccc(NC(=O)CCN3CCOCC3)cc2CC(=O)N([C@@H](C)CO)C[C@H]1C	70.1
12	CC(C)c1nc(N2CCN(C(=S)NC3CCCCC3)CC2)c(C#N)c2c1CCCC2	-7.6
13	Cc1ccc(F)cc1S(=O)(=O)N1CCN(Cc2cccc(OCCO)c2)CC1	13.1
14	CCCN(CCC)C(=O)c1c(NC(=O)c2ccco2)sc2c1CCC(C)C2 (centres undefined)	6.2
15	CNC[C@@H]1Oc2ccc(NC(=O)Nc3ccc(OC)cc3)cc2C(=O)N([C@@H](C)CO)C[C@@H]1C	-8.8
16	COC(=O)N(C)C[C@@H]1OCc2cnnn2CCCC(=O)N([C@@H](C)CO)C[C@H]1C	2.8
17	C[C@H](CO)N1C[C@H](C)[C@H](CN(C)Cc2ccc(C(=O)O)cc2)Oc2ccc(NC(=O)c3ccncc3)cc2CC1=O	65.2
18	Cc1noc(C)c1NC(=O)Nc1ccc2c(c1)C(=O)N([C@H](C)CO)C[C@@H](C)[C@H](CN(C)Cc1ccc(C(=O)Nc3ccccc3N)cc1)O2	6.0
19	C[C@@H]1CN([C@H](C)CO)C(=O)c2cc(NC(=O)CCCN(C)C)ccc2O[C@@H]1CN(C)Cc1ccccc1	-7.2
20	O=C(Nc1cccc(C(F)(F)F)c1)NC1CC(=O)N(Cc2ccccc2)C1 (centres undefined)	-6.9

# As a short view, some entries already given.
no.	molecule	U2OS ROS induce
12	CC(C)c1nc(N2CCN(C(=S)NC3CCCCC3)CC2)c(C#N)c2c1CCCC2	-7.6
13	Cc1ccc(F)cc1S(=O)(=O)N1CCN(Cc2cccc(OCCO)c2)CC1	13.1

# Structures from the list above containing a thiophene ring, fused or not, in the order listed:
no.	molecule	U2OS ROS induce
6	C[C@H](CO)N1C[C@H](C)[C@@H](CN(C)C(=O)Nc2ccc(-c3cccs3)cc2)OCc2cn(nn2)CCCC1=O	-10.9
9	C=CCNC(=O)COc1nc(-c2cccs2)cc(C(F)(F)F)n1	-0.6
14	CCCN(CCC)C(=O)c1c(NC(=O)c2ccco2)sc2c1CCC(C)C2 (centres undefined)	6.2

# Going on with the list.
no.	molecule	U2OS ROS induce
21	CC1CCc2c(sc3nc(SCC(=O)NCC4CCCO4)n(-c4ccccc4)c(=O)c23)C1 (centres undefined)	-0.3
22	COc1ccccc1OCC(O)Cn1cnc2ccccc21 (centres undefined)	1.3
23	O=C1CC(c2ccccc2)Oc2ccc(Cl)cc21 (centres undefined)	13.7
24	COc1ccc(S(=O)(=O)N(C)C[C@H]2Oc3ccc(NC(=O)CCCCCC(=O)Nc4ccccc4N)cc3C(=O)N([C@H](C)CO)C[C@H]2C)cc1	5.4
25	CSc1ccc(C(Nc2ccccn2)c2cc(Cl)c3cccnc3c2O)cc1 (centres undefined)	?
26	COc1ccc(NC(=O)CSc2nnc(-c3ccco3)n2-c2ccccc2)cc1	-2.8
27	COc1ccccc1NC(=O)c1ccc(C(C)(C)C)cc1	3.9
28	CC(=O)Cc1cc(O)cc2oc(C)cc(=O)c12	-1.6
29	O=C(Cn1nnc2ccccc21)c1ccc(Oc2ccc([N+](=O)[O-])cc2)cc1	34.4
30	O=C(NCc1cn2ccccc2n1)c1ccco1	-4.6

# (further entries)
no.	molecule	U2OS ROS induce
31	OCC1=CC[C@@H]2C=CO[C@@H](O[C@@H]3O[C@H](CO)[C@@H](O)[C@H](O)[C@H]3O)[C@H]12	6.5
32	COC(=O)c1cc2c(N)c(C(=O)OC)sc2nc1C(OC)OC	-3.7
33	C[C@@H]1CN([C@@H](C)CO)C(=O)CCCn2cc(nn2)CO[C@H]1CN(C)Cc1ccc(Oc2ccccc2)cc1	14.0
34	Clc1nsnc1N1CCOCC1	-2.4
35	COc1c(O)cc2c(c1O)C(=O)CC(c1ccccc1)O2 (centres undefined)	-5.1
36	C[C@@H]1CCCCO[C@H](CN(C)Cc2ccccc2)[C@@H](C)CN([C@H](C)CO)C(=O)c2cc(NS(=O)(=O)c3ccc(Cl)cc3)ccc2O1	4.2
37	CCc1cc2c(SCc3nc4ccccc4[nH]3)ncnc2s1	-23.8
38	C=CC(C)(O)CCC1(C)C2=C(C(OC(C)=O)C(OC(C)=O)C1C)C(C)(C)CCC2 (centres undefined)	10.1
39	Cc1noc(C)c1S(=O)(=O)Nc1ccc2c(c1)C(=O)N([C@@H](C)CO)C[C@@H](C)[C@@H](CN(C)C)O2	-9.6
40	Cc1noc(C)c1S(=O)(=O)Nc1cccc2c1O[C@H](CN(C)S(=O)(=O)c1cn(C)cn1)[C@H](C)CN([C@H](C)CO)C2=O	-6.3

# (next part)
no.	molecule	U2OS ROS induce
41	C=C1C(=O)O[C@@H]2[C@H]3C(CO[C@@H]4O[C@H](CO)[C@@H](O)[C@H](O)[C@H]4O)=CC(=O)C3=C(C)CC[C@@H]12	-8.8
42	COc1ccc(NC(=O)Nc2ccc3c(c2)C(=O)N([C@H](C)CO)C[C@H](C)[C@@H](CN(C)C)O3)cc1	-6.4
43	O=C1CC2Sc3ccccc3N=C2N1Cc1ccccn1 (centres undefined)	-7.4
44	C[C@@H]1CN([C@@H](C)CO)C(=O)CCCn2cc(nn2)CO[C@H]1CN(C)C(=O)c1ccc(N2CCN(C)CC2)cc1	-3.2
45	C[C@@H]1CN([C@H](C)CO)C(=O)Cc2cc(NC(=O)Nc3ccc(F)cc3)ccc2O[C@@H]1CN(C)Cc1ccc(Cl)c(Cl)c1	28.0
46	C[C@@H]1CN([C@H](C)CO)C(=O)Cc2cc(NS(=O)(=O)c3ccccc3)ccc2O[C@@H]1CN(C)C(=O)Nc1ccc(F)cc1	-6.7
47	C[C@@H]1CN([C@@H](C)CO)C(=O)c2cc(NC(=O)CCCN(C)C)ccc2O[C@@H]1CN(C)S(=O)(=O)c1ccc(Cl)cc1	-5.4
48	COc1ccc(Cn2c(=O)oc3ccccc32)cc1	-20.8
49	CCOC(=O)CSc1nc2ccc(Br)cc2c2nc3ccccc3n12	18.8
50	CC(=O)c1ccc(NC(=O)CSc2nc3ccc(NC(=O)c4ccccc4Cl)cc3s2)cc1	30.7

# Later entries.
no.	molecule	U2OS ROS induce
51	CS(=O)(=O)N(CC(=O)Nc1ccc(Br)cc1)c1ccc(Cl)cc1Cl	-7.1
52	COC(=O)CCCCCCC(=O)N/N=C/[C@H](O)[C@H](O)[C@@H](O)[C@@H](O)CO	-2.0
53	Cc1cc(C(F)(F)F)c(C#N)c(SCC(=O)Nc2ccc(Cl)cc2)n1	-8.1
54	COc1ccc(NC(=O)N(C)C[C@@H]2Oc3ccc(NS(=O)(=O)c4ccc(OC)cc4)cc3C(=O)N([C@@H](C)CO)C[C@@H]2C)cc1	-13.4
55	COc1cc(C2C3=C(CC(C)(C)CC3=O)Nc3ncnn32)ccc1OCC(=O)N1CCOCC1 (centres undefined)	-4.1
56	CC(=O)Nc1ccc(NC(=O)CN2C(=O)COc3ccc(Cl)cc32)cc1	0.3
57	Cc1noc(C)c1S(=O)(=O)N(C)C[C@@H]1Oc2ccc(NS(=O)(=O)c3ccccc3)cc2CC(=O)N([C@H](C)CO)C[C@@H]1C	-0.4
58	CC(C)NC(=O)N(C)C[C@@H]1Oc2ccc(NC(=O)Cc3cn(C)c4ccccc34)cc2CC(=O)N([C@H](C)CO)C[C@H]1C	2.5
59	Cc1ccc(S(=O)(=O)Nc2ccc3c(c2)C(=O)N([C@H](C)CO)C[C@@H](C)[C@@H](CN(C)Cc2ccc(C(=O)Nc4ccccc4N)cc2)O3)cc1	8.3
60	COc1ccc(NC(=O)Nc2ccc3c(c2)C(=O)N([C@@H](C)CO)C[C@@H](C)[C@@H](CN(C)Cc2ccc(C(F)(F)F)cc2)O3)cc1	5.4

# Additional results:
no.	molecule	U2OS ROS induce
61	COc1ccc(S(=O)(=O)N2CCN(c3ccccn3)CC2)cc1N(C)S(=O)(=O)c1ccccc1	8.3
62	C[C@H]1CN([C@@H](C)CO)C(=O)c2cccc(NC(=O)NC3CCCCC3)c2O[C@@H]1CN(C)CC1CCCCC1	-10.8
63	O=c1cc(-c2ccccc2)ss1	1.8
64	Cc1ccc(-n2c(SCC(=O)c3ccc(Cl)cc3)nnc2-c2ccco2)cc1	46.5
65	Cc1c(CC(=O)NN)sc2ccc(Cl)cc12	-7.5
66	C[C@H](CO)N1C[C@H](C)[C@H](CN(C)C(=O)Nc2cccc(C(F)(F)F)c2)OCc2cnnn2CCCC1=O	7.7
67	Cc1noc(C)c1NC(=O)N(C)C[C@@H]1Oc2c(NC(=O)C3CCCCC3)cccc2C(=O)N([C@@H](C)CO)C[C@H]1C	-11.6
68	Cc1ccc(Cl)cc1NC(=O)CN(c1ccc(Cl)cc1)S(C)(=O)=O	3.1
69	C[C@@H]1CN([C@@H](C)CO)C(=O)c2cc(NC(=O)CCN3CCOCC3)ccc2O[C@@H]1CN(C)Cc1ccc(C(F)(F)F)cc1	-12.0
70	Cc1noc(C)c1S(=O)(=O)N(C)C[C@@H]1Oc2ccc(NC(=O)Nc3ccc(F)cc3)cc2CC(=O)N([C@@H](C)CO)C[C@@H]1C	-4.2

# Further structures.
no.	molecule	U2OS ROS induce
71	CCOC(=O)c1cc(C)n(CCCN2CCOCC2)c1C	1.6
72	CCc1ccc(C(=O)Cc2cc3cccc(OC)c3oc2=O)cc1	-1.7
73	COc1ccc(Cn2c3ccccc3c3nc4ccccc4nc32)cc1	-9.3
74	C[C@H]1CN([C@@H](C)CO)C(=O)CCCn2nncc2CO[C@H]1CN(C)C(=O)C1CC1	14.2
75	COc1ccc(S(=O)(=O)n2cc(-c3ccc(F)cc3)c(N)n2)c(OC)c1	-2.9
76	CCOC(=O)C(C)N1c2cccc3cccc(c23)S1(=O)=O (centres undefined)	1.3
77	COc1ccc(S(=O)(=O)Nc2ccc3c(c2)CC(=O)N([C@@H](C)CO)C[C@@H](C)[C@@H](CN(C)S(=O)(=O)c2ccc(C)cc2)O3)cc1	6.6
78	COc1ccc(NC(=O)N(C)C[C@H]2Oc3ccc(NS(=O)(=O)c4ccc(F)cc4)cc3CC(=O)N([C@@H](C)CO)C[C@@H]2C)cc1	6.2
79	O=C(CSc1nnc(-c2cccc([N+](=O)[O-])c2)n1-c1ccccc1)c1ccc(Br)cc1	21.1
80	O=C1O[C@H](c2ccccc2)[C@H](c2ccccc2)N2[C@H]1[C@@H](C(=O)N1CCCCCCC1)[C@]1(C(=O)Nc3ccc(C#CC4(O)CCCCCC4)cc31)[C@H]2c1ccc(OCCO)cc1	54.0

# (continued)
no.	molecule	U2OS ROS induce
81	Cc1ccc(S(=O)(=O)Nc2ccc3c(c2)C(=O)N([C@H](C)CO)C[C@H](C)[C@@H](CN(C)Cc2ccccc2)O3)cc1	-3.2
82	C/C(=N\O)c1cc(Cl)cc(Cl)c1O	-4.4
83	Cn1c(SCC(=O)Nc2c(F)cc(F)cc2Br)nnc1-c1cnccn1	4.6
84	CCOC(=O)C1CCN(C(=O)c2cnn(-c3ccccc3)c2-n2cccc2)CC1	13.8
85	COc1ccc(OC)c(NC(=O)Cc2coc3ccc4ccccc4c23)c1	-1.9
86	C[C@@H]1CN([C@H](C)CO)C(=O)Cc2cc(NC(=O)NC3CCCCC3)ccc2O[C@@H]1CN(C)Cc1ccc2c(c1)OCO2	7.3
87	Cc1noc(C)c1S(=O)(=O)Nc1ccc2c(c1)C(=O)N([C@@H](C)CO)C[C@H](C)[C@H](CN(C)C(=O)Nc1ccc(C(F)(F)F)cc1)O2	2.3
88	Cc1cc(Cl)c(S(=O)(=O)NC23CC4CC(CC(C4)C2)C3)cc1OCC(N)=O	-4.7
89	Cc1cccc(-c2nnc(SCC(=O)Nc3cc([N+](=O)[O-])ccc3C)o2)c1	-12.3
90	CCC(C(=O)NC1CCCCC1)n1c(C(=O)OC)cc2sc(Cl)cc21 (centres undefined)	1.1

# Results in sequence from the entries so far:
# Entries 81 to 90 in U2OS ROS induce: -3.2, -4.4, 4.6, 13.8, -1.9, 7.3, 2.3, -4.7, -12.3, 1.1

# Further structures follow.
no.	molecule	U2OS ROS induce
91	COc1ccc(CN(C)C[C@H]2Oc3ccc(NC(=O)Nc4ccccc4)cc3CC(=O)N([C@@H](C)CO)C[C@@H]2C)cc1	24.2
92	Cc1ccc(S(=O)(=O)N2CCN(c3ccc([N+](=O)[O-])c(NCc4ccco4)c3)CC2)cc1C	21.1
93	COc1ccc(CN(C)C[C@@H]2Oc3ccc(NC(=O)Cc4cn(C)c5ccccc45)cc3CC(=O)N([C@H](C)CO)C[C@H]2C)cc1	13.7
94	C[C@@H]1CN([C@H](C)CO)C(=O)Cc2cc(NC(=O)Cc3ccccc3)ccc2O[C@@H]1CN(C)S(=O)(=O)c1ccc(Cl)cc1	?
95	O=C(O)COc1ccc(/C=C2\SC(=O)N(Cc3ccc(F)cc3)C2=O)cc1	43.3
96	COc1ccc(NC(=O)Nc2cccc3c2O[C@@H](CN(C)S(=O)(=O)c2ccccc2)[C@@H](C)CN([C@H](C)CO)C3=O)cc1	2.7
97	C[C@@H]1CN([C@H](C)CO)C(=O)c2cc(NC(=O)Cc3cn(C)c4ccccc34)ccc2O[C@@H]1CN(C)C(=O)Nc1ccc2c(c1)OCO2	20.5
98	COc1cc([N+](=O)[O-])ccc1NC(=S)NCc1cc(C)n(C)n1	26.2
